Screening results deposited in PubChem by several laboratories.
BoNT-F LC inh: blocks Botulinum neurotoxin F light chain protease; inhibition, % at 10 µM; Multiplex microsphere protease cleavage assay, flow cytometry; AID 588497; 360,000 tested, 0.22% active; in the data active = inhibition above about 35%, passing the limit was not always enough; inconclusive = no clear call, values can overlap the other calls; note: plate controls were buffer without enzyme for full effect and enzyme alone for no effect
FadD28 binding: blocks FadD28 binding to the bisubstrate probe; fluorescence polarization; inhibition, % at 12.5 µM; 360,000 tested, 0.22% active; AID 588549; in the data active = inhibition above about 8.5%, passing the limit was not always enough; inconclusive = no clear call, values can overlap the other calls
Mtb BioA inh: inhibitors of Mycobacterium tuberculosis BioA enzyme; inhibition, % at 9.99 µM; 360,000 tested, 0.096% active; purified M. tuberculosis BioA enzyme, plate reader; in the data active = inhibition above about 40%; inconclusive = no clear call, values can overlap the other calls
UGM FP inh: Mtb UDP-galactopyranose mutase inhibition; P9WIQ1; purified UGM, fluorescence polarization probe displacement; inhibition, % at 10 µM; 320,000 tested, 0.06% active; AID 504406; in the data active = inhibition above about 10%, passing the limit was not always enough; inconclusive = no clear call, values can overlap the other calls
Target sequence (P9WIQ1 whole entry, looked up): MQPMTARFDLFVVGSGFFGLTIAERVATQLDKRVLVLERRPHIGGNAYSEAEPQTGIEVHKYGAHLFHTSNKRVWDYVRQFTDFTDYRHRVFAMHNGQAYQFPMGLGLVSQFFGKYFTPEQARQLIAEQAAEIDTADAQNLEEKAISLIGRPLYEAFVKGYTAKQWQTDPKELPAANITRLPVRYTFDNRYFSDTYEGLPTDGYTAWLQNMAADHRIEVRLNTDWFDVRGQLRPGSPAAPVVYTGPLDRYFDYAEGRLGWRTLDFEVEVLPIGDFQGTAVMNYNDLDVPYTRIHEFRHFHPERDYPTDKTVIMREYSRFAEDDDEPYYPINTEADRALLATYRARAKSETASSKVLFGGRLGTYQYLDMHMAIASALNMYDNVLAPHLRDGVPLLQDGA
GDH-TPI counter: GDH-TPI coupled enzyme inhibition counter-screen; GDH-TPI coupled enzyme counterscreen, NADH absorbance; AID 588335; 360,000 tested, 1.2% active; inhibition, % at 4.8 µM; in the data active = inhibition above about 30%;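 note: 0% = DMSO wells and 100% = wells lacking the enzyme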
BoNT A protease: blocks Botulinum neurotoxin A light chain protease; AID 588499; multiplex microsphere protease substrate cleavage, flow cytometry; inhibition, % at 10 µM; 360,000 tested, 0.17% active; note: plate controls were buffer without enzyme for full effect and enzyme alone for no effect
Mtb FBA inh: inhibitors of M. tuberculosis fructose-bisphosphate aldolase; 360,000 tested, 2.3% active; purified M. tuberculosis FBA, fluorescence read-out; inhibition, % at 1 µM; AID 588726; P9WQA3; in the data active = inhibition above about 27%;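 note: 0% = vehicle and 100% = reference inhibitor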
Target sequence (P9WQA3 whole entry, looked up): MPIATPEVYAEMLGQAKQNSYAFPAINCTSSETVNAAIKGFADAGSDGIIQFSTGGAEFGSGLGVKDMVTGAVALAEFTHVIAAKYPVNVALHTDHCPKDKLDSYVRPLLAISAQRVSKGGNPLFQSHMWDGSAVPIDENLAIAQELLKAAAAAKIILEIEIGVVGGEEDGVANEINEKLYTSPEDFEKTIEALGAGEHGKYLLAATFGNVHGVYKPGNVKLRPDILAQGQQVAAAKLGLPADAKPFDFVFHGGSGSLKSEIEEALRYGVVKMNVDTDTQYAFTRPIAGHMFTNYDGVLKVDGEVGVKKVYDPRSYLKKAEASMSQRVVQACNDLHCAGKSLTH
Anthrax LF inh2: anthrax lethal factor protease inhibition. P15917. multiplex microsphere protease cleavage assay, LF. inhibition, % at 10 µM. 360,000 tested, 0.12% active. AID 588501; note: plate controls were buffer without enzyme for full effect and enzyme alone for no effect
PfHsp40 rescue: compounds rescuing yeast from Plasmodium falciparum HSP40 toxicity | S. cerevisiae expressing PfHsp40, growth rescue, ATP luminescence | growth rescue, % at 12.5 µM | 340,000 tested, 0.68% active | AID 504582; in the data active = growth rescue above about 28%, passing the limit was not always enough; inconclusive = no clear call, values can overlap the other calls;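 note: yeast W303a lacking pdr1 and pdr3 grown in galactose medium; growth measured after three days at 30 °C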
* marks the source's active call; other numbers are inactive results; ? = inconclusive; nt = no result given; & = joins results of further samples. Cut-off read from the data, not from the text of the source, unless noted: active = inhibition above about 30%; inconclusive = no clear call, values can overlap the other calls; inactive = below that.

SMILES,BoNT-F LC inh,FadD28 binding,Mtb BioA inh,UGM FP inh,GDH-TPI counter,BoNT A protease,Mtb FBA inh,Anthrax LF inh2,PfHsp40 rescue
COc1ccc(NC(=O)NC23CC4(C)CC(C)(CC(C)(C4)C2)C3)cc1OC,0,0.8,-1.0,2.8,8,-0.7,0,-3,0.0
CCOC(=O)CNc1nc(Cl)nc(Nc2ccc(Cl)cc2)n1,2,1.8,-4.0,-2.4,16,0.7,3,-2,0.0
O=C(NNC(=O)c1cccs1)c1ccc(Cl)cc1,-6,-3.1,nt,0.1,-1,-0.4,-1,0,-0.2
CCOC(=O)CNc1nc(C(C)(C)C)nc2c1nnn2Cc1ccccc1,9,-1.5,-0.8,1.4,5,-3.8,-2,-3,1.4
COc1ccc(/C=N/NC(=O)c2nnn(-c3nonc3N)c2-c2cccs2)cc1OC,-4,-0.5,-1.4,-2.5,69*,-2.3,7,1,-0.2
COc1ncnc2c1N=C1CC(C)(C)CC(N)=C1S2,8,-0.1,-3.6,4.4,17,0.8,-4,0,-1.4
O=C(c1cc(-c2cccs2)nc2ccccc12)N1CCN(S(=O)(=O)c2ccccc2)CC1,3,-1.3,-3.4,-0.2,26,-0.3,57*,-3,3.4
CCc1nc(NCCCCCO)c2nnn(Cc3ccccc3F)c2n1,0,-2.8,-0.5,-6.8,3,0.7,2,-5,0.4
Cn1c(N)c(C(=O)NCc2ccccc2)sc1=S,6,-1.0,0.4,1.1,5,2.7,-1,-18,0.1
Cc1cc(Cl)ccc1OCC(=O)NNC(=O)c1cnccn1,-8,-0.9,nt,0.1,0,0.1,1,6,-1.7
COc1cccc(NC(=O)CSc2nnc(CNC(=O)c3ccco3)n2C)c1,?,-0.4,-0.6,nt,-5,2.4,-2,0,0.3
Cc1[nH]c(=O)c(C#N)c2c1CCCC2,4,0.1,nt,-1.3,16,4.0,13,-2,-0.2
CC(C)NC(=S)NC(=O)c1ccc(-c2ccccc2)cc1,-2,-1.3,nt,0.2,-3,0.0,-2,-1,59*
COc1ccc(Br)cc1S(=O)(=O)n1nc(C)cc1C,?,-3.7,-2.4,3.4,-7,0.3,-1,19,-2.1
COc1cc(-c2nc(-c3ccccn3)no2)cc(OC)c1OC,-6,-0.3,2.1,-1.4,4,-0.2,2,0,2.6
Cc1cc(NS(=O)(=O)c2ccc(Br)s2)no1,-6,-2.7,-1.5,-1.2,3,-0.7,3,-3,0.4
CN(C)CCN(CC1CCCN(Cc2ccccc2F)C1)C(=O)c1ccc(F)cc1 (configuration not stated),?,-1.6,-0.3,2.4,4,-0.6,-1,-2,0.7
O=C(NCCCn1ccnc1)c1cc(C2CC2)on1,-2,-1.4,0.3,2.3,3,-0.4,0,-4,0.7
CCCCn1c(=S)[nH]c2cc(S(=O)(=O)N3CCOCC3)ccc21,7,-1.5,0.2,0.1,-3,0.5,2,-2,0.4
O=c1c2ccccc2nc(-c2ccc(Cl)cc2Cl)n1O,6,-1.7,nt,-3.7,-1,0.9,2,4,5.0
CCN1C(=O)NC(=O)/C(=C\c2cn(CC(=O)N3CCCC3)c3ccccc23)C1=O,-1,nt,-2.9,52*,-3,-0.1,-10,1,0.8
Cc1nnc(SCC(=O)Nc2nc(C(C)(C)C)cs2)s1,-3,-4.5,-0.9,0.8,14,?,-2,1,0.1
CCCCC(=O)Nc1ccc(C(=O)NN2C(=O)c3ccccc3C2=O)cc1,-8,-2.6,-0.8,-1.2,0,-0.7,0,-2,0.4
Fc1ccc(N2CCN(c3cnc4ccccc4n3)CC2)cc1,?,-0.2,0.7,0.9,5,-6.0,0,5,0.2
CC(C)(C)NC(NC(=O)Cc1ccccc1)C(Cl)(Cl)Cl (configuration not stated),-8,-0.6,1.7,-2.2,0,0.2,-3,0,0.2
O=C(CSc1cccc2cccc(Cl)c12)OCC(=O)N1CCN(C(=O)c2ccco2)CC1,1,-2.8,nt,2.0,8,0.9,-3,-2,-0.4
C=CCN1c2ccccc2[C@]23C[C@@H](C(=O)OC)N(C(=O)CC(C)C)C2=NC(C(=O)OC)=C(C(=O)OC)[C@H]13,-7,-3.0,-0.4,-2.6,1,-0.1,-4,-3,-1.3
COC1=CC=C2[C@H]3Cc4ccc(OC)c5c4[C@@]2(CCN3C)[C@H]1O5,-3,nt,-2.0,3.4,2,-1.3,-2,12,-0.5
COc1ccc(NC(=O)CSc2nc(NS(=O)(=O)c3ccc(C)cc3)cc(=O)[nH]2)cc1,3,-13,-0.5,2.7,-2,?,-1,0,0.9
C=C1N2CCC(CC2)C1(O)c1ccc(C)cc1 (configuration not stated),-8,-2.1,2.2,-1.1,0,-0.2,-1,-4,-1.5
Cc1nc(NC(=O)CN(C)S(=O)(=O)c2ccc(Br)cc2)sc1C,1,-1.4,nt,-1.1,11,?,-1,-4,-0.2
Cc1nc2c(cc1C(=O)N/N=C/c1ccc(O)c(O)c1)c(=O)n(C)c(=O)n2C,1,1.0,-0.9,-3.0,30,0.0,2,-2,0.0
CC(C)(C)N1CC(c2nc3ccccc3n2Cc2ccc(Cl)cc2)CC1=O (configuration not stated),4,-5.7,19,1.5,8,3.8,1,-1,0.4
Cc1ccc(S(=O)(=O)N2C[C@H]3C(=O)C[C@@H](c4ccccc4)N(S(=O)(=O)c4ccc(C)cc4)[C@H]3C[C@H]2c2cccc3ccccc23)cc1,-5,0.2,-2.4,nt,nt,-0.3,3,3,nt
COC(=O)C1=C(C)Nc2nnnn2C1c1cccs1 (configuration not stated),4,-4.8,-1.7,-4.7,-6,1.3,0,-4,0.5
COc1cc(OC)c(/C=N/NC(=O)COc2cccc3cccnc23)c(OC)c1,-10,-0.5,nt,3.7,6,-0.5,2,1,0.6
COc1ccc(NC(=O)CN(C)CC(=O)Nc2ccc(Cl)cc2[N+](=O)[O-])cc1,-4,-1.0,1.6,-3.2,7,1.2,-2,-2,9.9
COc1ccccc1C(=O)NNC(=O)C1CCCO1 (configuration not stated),-6,-0.5,nt,-2.7,4,4.5,1,10,-2.0
COc1cccc(S(=O)(=O)Nc2ccc3c(c2)[C@@H]2C[C@@H](CC(=O)NCc4ccc(Cl)cc4)O[C@@H](CO)[C@@H]2O3)c1,-1,-5.6,-1.1&-0.2,nt,nt,0.7,3,-3,nt
CCOC(=O)Cn1c(=O)c2c(nc(Br)n2CC(=O)OCC)n(C)c1=O,-2,-2.7,2.0,0.0,3,0.2,-2,-2,1.8
CC(C)CC(COCc1cccc(Cl)c1)N1CCN(C(=O)c2cccc(C(F)(F)F)c2)CCC1=O (configuration not stated),1,-0.5,-1.0,2.1,11,0.1,-1,-10,12
COc1cc(/C=C/C(=O)O)cc(S(=O)(=O)Nc2ccc3[nH]c(=O)[nH]c3c2)c1OC,-2,-2.7,11,-0.4,-13,1.1,0,1,0.2
Nn1c(SCC(=O)Nc2ccc(OC(F)F)cc2)nnc1-c1ccco1,2,-0.3,-0.2,-0.7,-11,-0.7,-2,-3,-2.2
CCOCCCNC(=O)c1ccc(N2CCOCC2)c(NS(=O)(=O)c2ccc(OC)cc2)c1,-12,-3.2,nt,-3.7,-5,-1.1,1,-6,0.1
O=C(Cc1cccs1)NNC(=S)NC(=O)c1ccc(F)c(F)c1,2,-2.4,nt,2.5,-2,-0.3,4,0,0.7
CC(C(=O)Nc1cccc(S(=O)(=O)N2CCOCC2)c1)N1CCN(C/C=C/c2ccccc2)CC1 (configuration not stated),-8,0.1,nt,-3.7,-4,-0.4,1,-6,-1.0
CN(C)c1ccc(/C=N/NC(=O)c2ccccn2)cc1,1,-0.9,nt,-0.3,25,0.2,0,-7,1.6
N#C/C(C(=O)N1CCOCC1)=C1\Nc2ccccc2S1,1,-3.0,-1.8,-1.4,30,-0.1,-5,-1,1.3
COc1c2c(nc3occc13)C(CCC(C)(C)O)(OC)C(O)CC2 (configuration not stated),-4,-0.6,-2.3,-0.5,9,-0.2,-1,-1,0.2
CC(C)c1nc(SCC(=O)N2CCCC2)c2c(=O)n(C)c(=O)n(C)c2n1,-2,-0.3,0.8,-0.2,3,-1.0,4,-6,0.8

Next section
SMILES,BoNT-F LC inh,FadD28 binding,Mtb BioA inh,UGM FP inh,GDH-TPI counter,BoNT A protease,Mtb FBA inh,Anthrax LF inh2,PfHsp40 rescue
CSc1nc2ccc(NS(=O)(=O)c3ccccc3F)cc2s1,-2,-2.4,nt,0.4,6,0.4,-2,1,3.1
CCN1CCN(C(=O)/C=C/c2c(F)cccc2Cl)CC1,-2,-2.0,nt,0.2,-2,1.0,3,1,-1.0
N=C1S/C(=C\c2ccc(-c3ccccc3C(=O)O)o2)C(=O)N1c1ccc2c(c1)OCO2,7,2.2,nt,nt,-2,0.9,-15,5,0.5
Cc1ccc(NC(=O)c2cncc(Br)c2)cc1S(=O)(=O)N(C)C,0,-3.3,-1.5,1.1,-3,0.3,0,1,-0.7
CC(=O)N1CCc2c(sc(NC(=O)C3COc4ccccc4O3)c2C(N)=O)C1 (configuration not stated),6,-5.8,0.3,-0.1,-2,-1.7,6,-2,4.0
O=C1OCCC1Sc1nnc(-c2ccccc2)o1 (configuration not stated),-6,-0.4,-1.5,-1.8,4,-0.5,4,1,0.0
OC(CN1CCCCC1)Cn1c2ccccc2c2ccccc21 (configuration not stated),-22,-0.8,-0.6,0.7,0,-3.3,3,8,-0.3
C=C1C(=O)c2sccc2C(c2ccc(OC)c(OC)c2)C1COC(C)=O (configuration not stated),0,-3.4,nt,nt,10,0.6,5,0,5.0
COC(=O)[C@@H]1CC(O)CN1C(=O)C12CC3CC(CC(C3)C1)C2 (some centres not stated),18,-4.6,-0.2,0.4,-4,-0.2,-1,-5,0.1
COC(=O)c1ccc(NC(=O)Nc2ccccc2F)cc1,-1,-4.5,0.7,0.9,-3,0.1,-1,-1,-1.6

Some of these compounds in order of SMILES length, highest first.
SMILES,BoNT-F LC inh,FadD28 binding,Mtb BioA inh,UGM FP inh,GDH-TPI counter,BoNT A protease,Mtb FBA inh,Anthrax LF inh2,PfHsp40 rescue
N=C1S/C(=C\c2ccc(-c3ccccc3C(=O)O)o2)C(=O)N1c1ccc2c(c1)OCO2,7,2.2,nt,nt,-2,0.9,-15,5,0.5
COC(=O)[C@@H]1CC(O)CN1C(=O)C12CC3CC(CC(C3)C1)C2 (some centres not stated),18,-4.6,-0.2,0.4,-4,-0.2,-1,-5,0.1
OC(CN1CCCCC1)Cn1c2ccccc2c2ccccc21 (configuration not stated),-22,-0.8,-0.6,0.7,0,-3.3,3,8,-0.3

(list continues)
SMILES,BoNT-F LC inh,FadD28 binding,Mtb BioA inh,UGM FP inh,GDH-TPI counter,BoNT A protease,Mtb FBA inh,Anthrax LF inh2,PfHsp40 rescue
CN(CC(=O)Nc1c(Cl)cccc1Cl)C(=O)c1ccc(NS(=O)(=O)c2ccc3[nH]c(=O)[nH]c3c2)cc1,-6,-2.4,1.6,nt,6,-0.4,3,-4,-0.4
CCCCCCNS(=O)(=O)c1ccc(Cl)s1,1,-3.9,7.4,4.8,-7,1.0,-3,-2,5.2
Cc1cc(C)n(CC(O)Cn2c3ccc(Cl)cc3c3cc(Cl)ccc32)c(=O)n1 (configuration not stated),-4,-7.0,0.3,0.3,24,-0.6,0,1,-0.5
Cc1cnc(-n2c(=S)[nH]c3ccccc3c2=O)s1,-3,0.2,0.1,0.4,8,-0.1,0,-12,-0.3
O=C(C1CCN(Cc2ccc(F)cc2)CC1)N(CCO)Cc1ccccc1,4,-1.3,1.1,1.3,9,0.0,-2,-16,10
Cc1cc(C(=O)N2CCN(C/C=C/c3ccccc3)CC2)no1,0,-0.3,2.5,1.9,-4,0.6,5,1,0.7
CN(C)c1ccc(-c2noc(C3CCN(S(=O)(=O)c4cccc(C(=O)O)c4)CC3)n2)cc1,2,-0.5,2.4,1.0,6,0.3,1,-3,1.2
O=C(COC(=O)c1ccc([N+](=O)[O-])s1)NCCc1ccccc1,nt,-0.3,0.4,-0.8,3,nt,5,nt,2.7
Cc1c(Br)c(=O)oc2c(C)c(O)ccc12,-3,-0.1,nt,-1.1,14,-0.3,41*,0,-1.3
